Screens from PubChem BioAssay.
NCI-60 one-dose screen, 48 h, at 10 µM unless noted. Numbers give growth in % (100 = growth as untreated, 0 = no growth, -100 = all killed).
OVCAR-3: OVCAR-3 ovarian cancer | 79,000 tested, 7% active | AID 1794787
CAKI-1: CAKI-1 renal cancer | AID 1794772 | 75,000 tested, 4.7% active
ACHN: ACHN renal cancer | 81,000 tested, 4.9% active
OVCAR-5: OVCAR-5 ovarian cancer; 82,000 tested, 2.9% active; AID 1794783
A498: A498 renal cancer cells | AID 1794774 | 76,000 tested, 5.4% active
OVCAR-4: OVCAR-4 ovarian cancer cells; 80,000 tested, 3.7% active
OVCAR-8: OVCAR-8 ovarian cancer. 81,000 tested, 4.4% active
RXF 393: RXF 393 renal cancer cells; 77,000 tested, 6.9% active; AID 1794773
* hit, by the source's call; . = not tested or not shown; & = joins results of further samples; [ ] = another dose, or the depositor's remark. Rule for the calls: active = growth percent below 10; inactive = the rest.

SMILES | OVCAR-3 | CAKI-1 | ACHN | OVCAR-5 | A498 | OVCAR-4 | OVCAR-8 | RXF 393
O=C(c1ccccc1)C(Br)C(Br)C(=O)c1ccccc1 (stereo not drawn) | 105 | 95 | 102 | 108 | 98 | 104 | 110 | 118
O=C(Nc1nc2ccc(F)cc2s1)c1cc(-c2ccc(Cl)cc2)n2nc(-c3ccccc3)cc2n1 | 103 | 89 | 102 | 103 | 101 | 104 | 95 | 86
COC(=O)[C@]1(C)CCC[C@]2(C)[C@H]3C[C@H]4C(C(C)C)=C[C@]3(CC[C@H]21)[C@@H]1C(=O)C(CCC#N)(CCC#N)C[C@H](OCCC#N)[C@@H]14 | 81 | 80 | 80 | 104 | 91 | 93 | 91 | 60
Cc1c(C)c2c(c(C)c1O)CCC(C)(CCCC(C)CCCC(C)CCCC(C)C)O2 (stereo not drawn) | 108 | 103 | 99 | 100 | 108 | . | 106 | 118
CC(=O)O[C@H](C)[C@@H]1O[C@@H]2CC(=O)O[C@@H]2[C@H]1O | 112 | . | 106 | 99 | 99 | 107 | 106 | 120
CCNC(=NCCCN(C)C)N/C(N)=N/c1nc2ccccc2s1 | 104 | 65 | 95 | 96 | 111 | 107 | 91 | 65
Cc1ccc(S(=O)(=O)NCCNc2nccc(-c3c(-c4ccc(O)cc4)nc4sccn34)n2)cc1 | 110 | 98 | 93 | 135 | 104 | 102 | 89 | 92
C[C@H](NC(=O)Nc1ccc2cc3ccc(NC(=O)N[C@@H](C)c4ccccc4)cc3nc2c1)c1ccccc1 | 101 | 93 | 102 | 96 | . | 83 | 80 | 79
C=CCC(CC=C)(CC=C)C(=O)CC | 107 | 91 | 104 | 101 | 108 | 109 | 102 | 101
OCc1ccc2ccccc2n1 | 94 | 72 | 96 | 95 | 115 | 113 | 112 | 103
C=C1C(=O)O[C@H]2[C@H]1CC/C(COC(=O)CCC(=O)OC/C1=C/CC[C@@]3(C)O[C@H]3[C@H]3OC(=O)C(=C)[C@@H]3CC1)=C\CC[C@@]1(C)O[C@@H]21 | -11* | . | -22* | 95 | 114 | 47 | 33 | -71*
CC1=C(C)C(=O)C(Nc2cccc(C(F)(F)F)c2)=C(Br)C1=O | 103 | 94 | 72 | 128 | 86 | 81 | 97 | 105
CC12CC[C@@H]3[C@]4(C)COC(c5cn[nH]c5-c5cccc(Cl)c5)O[C@@H]4CC[C@@]3(C)[C@@H]1CC(C1=CCOC1=O)O2 (stereo partly drawn) | 45 | 46 | 31 | 62 | 74 | 29 | 39 | 18
CCOC(=O)N1CCc2c(sc3nc4n(C)cnn4c(=O)c23)C1 | 108 | . | 111 | 102 | 89 | 101 | 87 | 107
COc1ccc(/C=C2/C3=C([C@@H](c4ccc(OC)cc4OC)C(C#N)=C(N)O3)[C@H]3CCC2N3C)c(OC)c1 | 97 | 74 | 94 | 96 | 78 | 74 | 70 | 69
O=S1(=O)N(Cc2ccccc2)[C@H](Cc2ccccc2)[C@H](O)[C@H](O)[C@@H](Cc2ccccc2)N1Cc1ccccc1 | 93[7.5 µM] | 74[7.5 µM] | 97[7.5 µM] | 92[7.5 µM] | 93[7.5 µM] | 74[7.5 µM] | 84[7.5 µM] | 68[7.5 µM]
CC(=O)[C@@]1(O)CC[C@H]2[C@@H]3CC[C@@H]4C[C@H](O)CC[C@]4(C)[C@H]3C(=O)C[C@@]21C | 127 | . | 94 | 99 | 124 | 105 | 107 | 109
O=C1c2ccccc2C(=O)c2c(N=Nc3[nH]c(=O)[nH]c3O)cccc21 | 119 | 84 | 109 | 114 | 103 | 91 | 98 | 87
CC(NC(=O)SCc1ccccc1)C(=O)O (stereo not drawn) | 105 | . | 102 | 100 | . | 108 | 108 | 125
COCCOC(=O)C1=C(C)NC2=C(C(=O)CC(c3ccccc3OC)C2)C1c1cccc(O)c1 (stereo not drawn) | 55 | . | 89 | 76 | 67 | 56 | 64 | 93
Cc1ccccc1NC(=O)/C(=N/N1C(=O)SCC1=S)N1CCOCC1 | 105 | 87 | 98 | 92 | 108 | 102 | 99 | 105
Cc1cc(C)c(C)c(C)c1C | 109 | 100 | 106 | 102 | 70 | 103 | 101 | 98
CC(C)/C(=C/C(=O)O)C(=O)O | 104 | 85 | 109 | 106 | 100 | 106 | 106 | 105
COc1ccc(/C=C\c2cc(OC)c(OC)c(OC)c2)c(NS(=O)(=O)c2ccc(C(C)(C)C)cc2)c1O | 0.4* | 24 | 25 | 32 | . | 28 | 22 | 23
Cc1ccc(S(=O)(=O)OCC2C3C=CC(C3)C2COS(=O)(=O)c2ccc(C)cc2)cc1 (stereo not drawn) | 90 | 56 | 91 | 98 | 86 | 80 | 92 | 86
Nc1cc(-c2c[nH]c3ccc(Cl)cc23)nc2cc(-c3c[nH]c4ccccc34)nn12 | -53* | -19* | 0.1* | -50* | -14* | 20 | -4.9* | -21*
CCCCOC(=O)N1CCCCC1C (stereo not drawn) | 114 | 103 | 103 | 103 | 108 | 104 | 101 | 112
Cc1ccc2nc(SCc3cc(=O)oc4ccc(C)cc34)[nH]c2c1 | 101 | 83 | 105 | 101 | 81 | 89 | 105 | 107
COc1ccc(-c2ccc(OC)c(OC)c2OC)c(OC)c1OC | 109 | 101 | 99 | 98 | . | 102 | 105 | 126
CCCc1cccc(C)c1O | 106 | 96 | 107 | 111 | 77 | . | 98 | 111
OC1C2COC(O2)C2OC(c3ccccc3)OC12 (stereo not drawn) | 125 | . | 98 | 104 | 113 | 121 | 110 | 103
O=C(NS(=O)(=O)c1ccc2ccccc2c1)n1ccc2cccnc21 | 112 | 88 | 110 | 105 | 88 | 113 | 104 | 106
CC(=O)C1=C(C)C2CC3(C)CC(C2(C)C1)C3(C)C (stereo not drawn) | 95 | 97 | 101 | 103 | 74 | 109 | 108 | 110
Cc1ccc2c(c1)C(=O)N(c1ccc(S(N)(=O)=O)cc1)C2=O | 104 | 96 | 106 | 106 | . | 112 | 106 | 115
CCOC(=O)c1cnc2ccccn2c1=O | 109 | 99 | 102 | 103 | 80 | 116 | 92 | 103
CCCCCCOC(=O)c1cccnc1 | 118 | 91 | 105 | 103 | . | 107 | 100 | 97
CNC(=O)OCN1C(=O)C2CC=CCC2C1=O (stereo not drawn) | 106 | 108 | 114 | 118 | . | 116 | 103 | 120
N#Cc1cnc2c(C#N)c(Nc3ccccc3)nn2c1-c1ccco1 | 114 | 91 | 102 | 100 | 70 | 96 | 103 | 87
O=c1[nH]c2ccc(Cl)cc2cc1CSc1ccccc1Nc1nccc(-c2ccc3ccccc3c2)n1 | 95 | 82 | 85 | 108 | 82 | 85 | 90 | 89
CC1(C(Cl)(Cl)Cl)C=CC(=NO)C=C1 (stereo not drawn) | 104 | 95 | 101 | 90 | 99 | 96 | 96 | 96
Cc1c(C(=O)C(SC(=S)N2CCN(C)CC2)SC(=S)N2CCN(C)CC2)nnn1-c1ccc([N+](=O)[O-])cc1 | 113 | 103 | 99 | 99 | 127 | 107 | 91 | 109
OC(c1cccc(C(F)(F)F)c1)c1cnccc1NC1CCCCC1 (stereo not drawn) | 81 | 70 | 87 | 95 | 77 | 75 | 87 | 79
Cc1c(O)c(O)cc2c3c(oc12)CC(c1ccc(Cl)cc1)CC3=O (stereo not drawn) | 77 | 96 | 77 | 110 | 112 | 78 | 88 | 101
COc1ccc(C2CC(=O)c3ccccc3N2)cc1 (stereo not drawn) | 96 | 82 | 84 | 97 | 78 | 103 | 94 | 103
NS(=O)(=O)c1ccc(N2CC(c3nc4ccccc4[nH]3)CC2=O)cc1 (stereo not drawn) | 104 | 97 | 92 | 84 | 110 | 97 | 100 | .
CCOC(=O)c1[nH]c(C)c(C=O)c1C | 92 | 98 | 101 | 93 | 77 | 104 | 98 | 106
Cc1cc(C(C)(C)C)cc(CNC(C)(C)C)c1O | 120 | 104 | 109 | 111 | 98 | . | 105 | 103
NCCNc1nc2ccccc2c2c(=O)c3cc(F)cc(F)c3sc12 | 112 | 82 | 96 | 103 | 79 | 107 | 96 | 102
CC(=O)O[C@H]1CC[C@]2(C)[C@H]3CC[C@@H]4[C@H]5[C@H](C)C6(C)OC[C@]5(CC[C@@]4(C)[C@]3(C)CC[C@H]2C1(C)C)C[C@@H]6C(C)=O | 84 | 74 | 86 | 97 | . | 76 | 93 | 89
CCCCS(=O)(=O)NC(=S)Nc1ccccc1 | 128 | 95 | 97 | 97 | 102 | 108 | 103 | 97

The results go on:
SMILES | OVCAR-3 | CAKI-1 | ACHN | OVCAR-5 | A498 | OVCAR-4 | OVCAR-8 | RXF 393
COc1ccc(-c2cnc3sc(C(=O)NNC(=O)c4ccc(C)cc4)c(C)n23)cc1 | 126 | 99 | 97 | 122 | 117 | 111 | 103 | 105
CC(=O)OC1C=CC(OC(C)=O)O1 (stereo not drawn) | 102 | 89 | 98 | 101 | 81 | 98 | 94 | 112
O=C(O)CSc1nc2ccccc2s1 | 111 | 96&90 | 107&96 | 95&97 | 108&130 | 109&97 | 108&104 | 147&108
COC(=O)[C@H](C(C)C)n1c(=O)c2cc(OC)c(OC)cc2c2cnc3[nH]ccc3c21 | 49 | 30 | 34 | 40 | -40* | 85 | 65 | -0.7*
Nc1nc(N)c2c(C(=O)Nc3ccc(N4CCN(CCO)CC4)cc3)coc2n1 | 103 | . | 98 | 98 | 106 | 90 | 100 | 113
COc1ccc2oc3c4[nH]c5ccccc5c4c4c(c3c2c1)C(=O)NC4=O | 96 | 50 | 54 | 90 | . | . | 96 | 91
O=C(O)c1cc(Br)cc(Br)c1O | 110 | 96 | 103 | 101 | 81 | 99 | 101 | 123
CC1=CC(=O)C(/C(C)=N/NC(=O)c2ccccc2NC(=O)c2ccccc2)C(=O)O1 (stereo not drawn) | 81 | 101 | 106 | 121 | . | 77 | 90 | 96
CC1(C)CC2=C3C=C[C@@H]4[C@@]5(C)CCC(=O)C(C)(C)[C@@H]5CC[C@@]4(C)[C@]3(C)CC[C@@]2(C(=O)O)CC1=O | 60 | 52 | 41 | 93 | 42 | 64 | 90 | 55
CN1C(C(=O)Nc2ccccn2)=C(O)c2ccccc2S1(=O)=O | 125 | 93 | 90 | . | 99 | 105 | 111 | 114
O=C(O)CCN1C(=O)CCSC1=S | 110 | 113 | 105 | 105 | 113 | 98 | 95 | 117
O=C1Nc2ccccc2Cc2ccccc21 | 111 | 97 | 99 | 104 | 98 | 113 | 96 | 102
Cc1nc(-c2ccccc2-n2cccc2)no1 | 118 | 77 | 97 | 96 | 132 | 81 | 109 | 102
C[C@@H](C[C@H](CCO)c1ccoc1)c1ccc2ccccc2c1 | 104 | . | 109 | 105 | 119 | 92 | 100 | .
CC1CCC(SCc2ccccc2)CC1 (stereo not drawn) | . | 103 | 127 | 112 | 114 | 109 | 100 | 133
CC1(C)CC(=O)C(Cc2cn(-c3ccccc3O)nn2)(Cc2cn(-c3ccccc3O)nn2)C(=O)C1 | 104 | 92 | 99 | 112 | 91 | 103 | 99 | 99
COc1ccc2c(c1)/C(=C(/C#N)C(=O)Nc1ccc(S(N)(=O)=O)cc1)C(=O)N2 | 111 | 90 | 102 | 97 | . | . | 98 | 112
Cn1cccc1C(=O)C1C(c2ccc(F)cc2)C2CCCN2C12C(=O)Nc1ccccc12 (stereo not drawn) | 107 | 80 | 100 | 103 | 100 | 102 | 99 | 111
N#Cc1c(Cl)nsc1-c1ccc([N+](=O)[O-])cc1 | 110 | 113 | 100 | 106 | 58 | 91 | 106 | .
COc1cc(/C=C2\C=C(c3ccccc3)N(CCc3ccccc3)C2=O)cc(OC)c1OC | 88 | 80 | 31 | 105 | 34 | 33 | 39 | 72
CCN(CC)CCNc1cc(OC)cc2cccnc12 | 97 | . | 40 | 119 | 111 | 82 | 66 | .
CCN(CC)C(=S)Sc1ccc2c(c1)C(=O)c1ccccc1C2=O | 100 | 80 | 97 | 103 | 100 | 91 | 98 | 112
